# Screens deposited in PubChem by National Center for Advancing Translational Sciences (NCATS).
# BAZ2B block: BAZ2B (human) inhibition | Q9UIF8 | AlphaScreen BAZ2B-H3K14Ac peptide displacement | Potency, µM (doses to about 114 µM), for the others: at the top dose activity change, negative = inhibition, usual class: inhibitors | actives 4.4% (n = 360,000) | AID 504333; also: potency is read from the fitted curve at half-maximal effect; % is scaled to controls: 0 for no effect and ±100 for the full control effect; nearly all actives have a fitted effect of over 60% in size
#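 Complex of BAZ2B and biotin-H3K14Ac (50 nM apiece) forms over 30 min at RT, then faces library compounds up to 110 uM for another 30 min; AlphaScreen beads added, 20 min dark incubation, luminescence read.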
# PGK inhibitor: T. brucei PGK inhibition; PGK/GAPDH coupled, Kinase-Glo luminescence, 60 min; P07378; Potency, µM (series often up to 57.5 µM), inactives show at the top dose activity change, negative = inhibition, most hits filed as inhibitors; AID 602233; actives 0.043% (n = 380,000); also: potency is read from the fitted curve at half-maximal effect; % is scaled to controls: 0 for no effect and ±100 for the full control effect; nearly all actives have a fitted effect of over 60% in size
#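 Luminescent ATP detection (Kinase-Glo Plus) follows a 60-minute room-temperature incubation, with wells lacking PGK as controls. Buffer: 100 mM TEA (pH 7.6), 5 mM MgCl2, 0.01% Tween-20. Coupling enzyme GAPDH (100 nM final) supplies unstable 1,3-BPG in-well.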
# JMJD2A Tudor: JMJD2A Tudor domain (human) inhibition; AlphaScreen JMJD2A-Tudor / H3K4me3 peptide binding; Potency, µM (highest dose often 114 µM), for the others: at the highest dose activity change, negative = inhibition, usual class: inhibitors; actives 4.4% (n = 390,000); AID 504339; also: potency is read from the fitted curve at half-maximal effect; % is scaled to controls: 0 for no effect and ±100 for the full control effect; nearly all actives have a fitted effect of over 50% in size
# HP1b binding inh: blocks HP1-beta chromodomain binding to methylated histone tails; AlphaScreen HP1-beta / biotin-H3K9me3 peptide binding; actives 0.56% (n = 390,000); Potency, µM (series often up to 114 µM), for inactives: at the highest dose activity change, negative = inhibition, most hits filed as inhibitors; P83916; AID 540317; also: potency is read from the fitted curve at half-maximal effect; nearly all actives have a fitted effect of over 70% in size; inactives centre near 23
# Target sequence (P83916 whole entry, looked up): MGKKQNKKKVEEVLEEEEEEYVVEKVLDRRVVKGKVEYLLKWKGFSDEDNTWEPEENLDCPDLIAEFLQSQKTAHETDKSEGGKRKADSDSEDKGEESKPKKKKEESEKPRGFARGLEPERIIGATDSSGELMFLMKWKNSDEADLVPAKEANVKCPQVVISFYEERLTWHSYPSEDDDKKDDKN
#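 AlphaScreen: HP1-beta (50 nM) preformed 30 min with biotin-H3(1-18)K9me3 peptide (50 nM) in PBS pH 7.4, 0.01% Tween-20. Compound added for 30 min at RT, then streptavidin donor/nickel chelate acceptor beads (10 ug/mL) for 30 min.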
# Pin1 inh: inhibitors of human Pin1; Q13526; Pin1 FP peptide displacement, HiFluor488, 10 min; Potency, µM (titrated, usually from 115 µM), for inactives: top-dose activity, negative = inhibition, actives largely listed as inhibitors; actives 0.009% (n = 390,000); active = well fitted inhibition curve with a large enough effect in the polarisation, with a control signal flat, not every such curve was filed as active; inconclusive = small, poorly fitted or top-dose-only effect, or effect the other way, or a change in a side signal; inactive = no such curve, though single readings can be large or run the other way; the % refers to the polarisation; also: potency is read from the fitted curve at half-maximal effect; % is scaled to controls: 0 for no effect and ±100 for the full control effect
# Target sequence (Q13526 whole entry, looked up): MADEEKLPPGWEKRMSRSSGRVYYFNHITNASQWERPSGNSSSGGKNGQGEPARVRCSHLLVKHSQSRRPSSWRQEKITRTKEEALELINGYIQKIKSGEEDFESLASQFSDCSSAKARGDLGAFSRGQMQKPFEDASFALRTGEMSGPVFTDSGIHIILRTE
# GLS inh: blocks human kidney-isoform glutaminase activity; O94925; GLS enzymatic activity, qHTS titration; Potency, µM (highest dose often 45.5 µM), for the others: top-dose activity change, negative = inhibition, hits mostly inhibitors; actives 0.21% (n = 410,000); AID 624170; also: potency is read from the fitted curve at half-maximal effect; % is scaled to controls: 0 for no effect and ±100 for the full control effect
#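 Coupled fluorescence readout: glutamate oxidase/HRP/Amplex Red detect glutamate formed by hKGA from L-glutamine (1 mM solution added). Buffer 45 mM KH2PO4 pH 8.2, 0.02% Tween-20; reads at t0 and 30 min RT.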
# PI4K2A block: inhibitors of human PI4K2A | actives 0.13% (n = 420,000) | AID 1346378 | Q9BTU6 | activity change, negative = inhibition, % at 76.9 µM | purified PI4K2A, ADP-Glo luminescence, 1 h; hits give low values; in the data active = activity change below about -50%; inconclusive = mostly about -30% to -49%;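 also: -100% = wells without enzyme as full effect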
#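 PI4K2A activity was measured by ADP-Glo luminescence: enzyme (4 ug/mL stock) and phosphatidylinositol (1.2 mM stock) in Tris pH 7.5/MgCl2/EGTA/Triton X-100 buffer were reacted with ATP (300 microM stock) for one hour at ambient temperature.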
# POLH inh: DNA polymerase eta (human) inhibition | Q9Y253 | recombinant Pol eta, fluorescent DNA replication assay | Potency, µM (doses to about 114 µM), for the others: at the top dose activity change, negative = inhibition, actives largely listed as inhibitors | actives 1.2% (n = 390,000); also: potency is read from the fitted curve at half-maximal effect; % is scaled to controls: 0 for no effect and ±100 for the full control effect
# Target sequence (Q9Y253 whole entry, looked up): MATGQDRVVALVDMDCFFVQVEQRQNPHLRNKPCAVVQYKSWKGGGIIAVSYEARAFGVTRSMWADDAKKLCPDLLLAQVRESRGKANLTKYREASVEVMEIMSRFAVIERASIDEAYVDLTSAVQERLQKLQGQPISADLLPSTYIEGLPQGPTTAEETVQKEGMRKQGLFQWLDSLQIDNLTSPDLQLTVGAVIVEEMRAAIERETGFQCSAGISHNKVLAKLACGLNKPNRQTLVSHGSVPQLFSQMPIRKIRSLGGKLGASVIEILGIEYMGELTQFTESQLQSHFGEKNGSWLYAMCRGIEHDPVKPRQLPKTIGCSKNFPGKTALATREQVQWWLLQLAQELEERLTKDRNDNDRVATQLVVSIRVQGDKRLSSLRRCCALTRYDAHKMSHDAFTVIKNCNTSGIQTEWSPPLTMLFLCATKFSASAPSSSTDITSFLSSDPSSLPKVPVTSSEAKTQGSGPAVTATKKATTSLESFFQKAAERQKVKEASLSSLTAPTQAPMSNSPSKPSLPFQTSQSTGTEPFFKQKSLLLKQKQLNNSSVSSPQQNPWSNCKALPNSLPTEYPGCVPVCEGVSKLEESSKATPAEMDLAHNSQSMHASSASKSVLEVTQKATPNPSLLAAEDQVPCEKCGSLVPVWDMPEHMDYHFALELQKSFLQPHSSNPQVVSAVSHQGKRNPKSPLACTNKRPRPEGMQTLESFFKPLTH
#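 Pol eta (10 nM) was preincubated with compounds for 15 min at room temperature, after which fluorescent replication substrate (50 nM final) was added to start the reaction. Fluorescence was read kinetically at 0 and 10 min.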
# G9a inh: inhibitors of human histone lysine methyltransferase G9a; G9a H3K9 monomethylation, AlphaScreen, 2 h; Potency, µM (series often up to 102 µM), inactives show top-dose activity, negative = inhibition, usual class: inhibitors; Q96KQ7; AID 504332; actives 8.8% (n = 350,000); also: potency is read from the fitted curve at half-maximal effect; % is scaled to controls: 0 for no effect and ±100 for the full control effect; nearly all actives have a fitted effect of over 75% in size
#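 Chemiluminescent proximity detection of H3K9 monomethylation, read after 10 min bead incubation in the dark. Reaction: 20 nM G9a, 500 nM biotin-H3K9 peptide, 20 uM SAM cofactor, 2 h, room temperature, following 15 min enzyme-compound preincubation.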
# * marks the source's active call; other numbers are inactive results; i = inactive; ? = inconclusive; . = not tested or not shown; [ ] = another dose, or the depositor's remark. Unless noted, calls follow the shape of the dose curve; as a rule, active = well fitted curve in the direction sought with a large enough effect; inconclusive = small, poorly fitted or top-dose-only effect, or another doubt; inactive = no such curve, though single readings can be large; an effect the other way counts as inactive or inconclusive.
entry	smiles	G9a inh	Pin1 inh	POLH inh	HP1b binding inh	BAZ2B block	PI4K2A block	GLS inh	PGK inhibitor	JMJD2A Tudor
1	CC1(c2ccc([N+](=O)[O-])c(CS(=O)(=O)c3ccccc3)c2)OCCO1	3%	-2%	-20%	32%	-7%	1	2%	6%	-4%[11.4 µM]
2	COc1ccc(CC(=O)Nc2nc(C)cs2)cc1OC	-25%	-3%	-6%	42%	7%	4	14%	0%	-2%
3	Cc1cc(N/C=C(\C#N)S(=O)(=O)c2ccc(Cl)cc2)nc(C)n1	.	12%	-11%	23%	1%	0	-5%	i	4%
4	COCCN(C(=O)C1CCCC1)c1c(N)n(Cc2ccccc2)c(=O)[nH]c1=O	3%	0%	-1%	21%	-2%	5	8%	4%	-3%
5	CSc1cccc(NC(=O)c2cnccn2)c1	25%[59 µM]	0%	-11%	28%	-11%	3	-7%	-2%	-7%
6	C/C(=N\NC(=O)C12CCC(C)(C(=O)O1)C2(C)C)c1ccccc1O (stereo not drawn)	.	-10%	12%	42%	-14%	3	6%	-3%	-14%[11.4 µM]
7	COC(=O)c1cccc(NC(=O)CCN2C(=O)C3CC=CCC3C2=O)c1 (stereo not drawn)	-13%[59 µM]	-4%	-10%	27%	-6%	-6	0%	-7%	-2%
8	Cn1cc(/C=C/C(=O)N2CCCC(C(=O)c3cccc4ccccc34)C2)cn1 (stereo not drawn)	-6%	2%	-13%	24%	-17%	7	-4%	2%	-8%
9	COc1ccc(C(=O)N2N=C(c3cccs3)CC2c2ccccc2O)cc1 (stereo not drawn)	.	20%	-12%	3%	?	-2	4%	1%	-32%
10	COc1cc2sc3ccc(-c4ccc(N(C)C)nc4)cc3c(=O)c2cc1OC	.	0%	-9%	32%	.	-3	-9%	-1%	-17%
11	O=C(N/N=C/c1cccnc1)c1cc2c(ccc3ccccc32)o1	-39%[12.7 µM]	27%	?	30%	-12%	11	2%	-12%	-34%
12	Cc1ccc(NC(=O)CCn2nnc3ccccc32)c(C)c1	1%	-15%	-17%	?	?	4	7%	-2%	-21%
13	CC(=O)Nc1ccc(Oc2nc(-c3ccccn3)nc3ccccc23)cc1	-3%	-6%	-10%	8%	?	-10	-1%	-5%	-26%
14	Cc1ccc(NC(=O)CNCC2CCCCC2)cc1S(=O)(=O)N(C)C	?	7%	-20%	-18%	?	-1	1%	-1%	22µM*
15	Cc1ccc(C(=O)Nc2ccccc2N2CCOCC2)cc1S(=O)(=O)N1CCOCC1	0%[12.7 µM]	-10%	-5%	33%	1%	0	13%	2%	-19%
16	COCCn1cnc2c1c(=O)n(CC(=O)c1ccc3c(c1)OCCO3)c(=O)n2Cc1ccccc1	-12%[12.7 µM]	31%[activator]	-13%	12%	-9%	-1	0%	9%	-15%
17	COC(=O)c1sccc1S(=O)(=O)N1CCN(c2ccc(Cl)cc2)CC1	2%[59 µM]	2%	?	-17%	-14%	7	2%	-5%	-28%
18	CCSc1nnc2c(n1)OC(CC)N(C(C)=O)c1ccccc1-2 (stereo not drawn)	?	0%	-4%	43%[activator]	5%	2	-11%	1%	6%
19	CCCCn1cc(S(=O)(=O)c2ccc(C)c(C)c2)c(=O)c2cc(F)c(N3CCN(C)CC3)cc21	-9%[59 µM]	-7%	-14%	27%	0%	-2	-2%	-1%	-10%
20	COc1cccc(CNC(=O)c2nnn(CC(=O)Nc3cc(C)ccc3C)c2N)c1	-13%[59 µM]	16%	?	38%	-30%	-3	-9%	-3%	?
21	O=C(NN1C(=O)c2ccccc2C1=O)c1ccncc1	-2%	1%	-4%	19%	-3%	0	4%	-3%	-11%
22	O=c1[nH]c2cc3c(cc2cc1CN(CC1CCCO1)S(=O)(=O)c1ccccc1)OCCO3 (stereo not drawn)	-4%[12.7 µM]	10%	-1%	28%	-18%	-1	-3%	-8%	-7%
23	N=c1n(CCN2CCOCC2)c2ccccc2n1Cc1ccccc1Br	?	-1%	-1%	16%	-6%	-5	2%	i	-17%
24	Oc1c(C=Nc2ccc(Cl)cn2)sc2ccccc12	29%[59 µM]	18%	-22%	19%	-19%	-2	-1%	-2%	-31%
25	O=C(COC(=O)c1ccc(Cl)nc1)NCc1cccs1	.	-9%	-21%	39%	-5%	11	-3%	-4%	-3%
26	O=S(=O)(O)c1cc(O)c2c(O)c(N=Nc3cc(Cl)ccc3O)c(S(=O)(=O)O)cc2c1	10µM*	?	35µM*	20µM*	11µM*	-53*	25%	?	10µM*
27	COc1ccc(S(=O)(=O)Nc2ccc3c(c2)N(C(C)=O)CCC3)cc1	-39%	-3%	-8%	19%	-5%	2	-1%	-7%	-5%
28	C/C(CC(=O)Nc1cc(Cl)ccc1Cl)=N\NC(N)=S	3%[12.7 µM]	?	4%	32%	-25%	-11	31%[activator]	1%	-9%
29	c1ccc(C2(CN3CCNC[C@H]3Cc3cccc4ccccc34)CC2)cc1	-44%[12.7 µM]	6%	-12%	28%	?	-3	2%	-11%	?
30	COc1cc(/C=N/n2cnnc2)ccc1OC(=O)c1ccco1	1%	-3%	5%	19%	-30%	-2	-4%	-9%	-12%
31	COc1ccc(C)cc1NC(=O)CSc1cccc[n+]1[O-]	.	-6%	-11%	60%[activator]	.	-4	-5%	-3%	-29%
32	COc1cc(/C=N/NC(=O)c2ccncc2)c([N+](=O)[O-])cc1OC	25%[2.33 µM]	0%	-14%	40%[activator]	1%	-3	-1%	-6%	-8%
33	CCCCc1nc(C(N)=O)c2[nH]c(=O)n(-c3ccc(OC)cc3OC)c2n1	9%	2%	-13%	56%[activator]	-7%	-7	-1%	-1%	10%
34	COc1cccc(OCc2cc(C(=O)NC(C)c3cnn(C)c3C)no2)c1 (stereo not drawn)	-10%	1%	-12%	34%	0%	-2	-1%	-8%	6%
35	c1ccc(-c2noc(CN3CCOCC3)n2)cc1	8%	0%	-13%	10%	-4%	-1	2%	i	-5%
36	Cc1ccc2[nH]c3c(c2c1)CCCC3NC(=O)CCl (stereo not drawn)	-10%[0.501 µM]	-4%	0%	4%	-37%	24	1%	-5%	?
37	O=S(=O)(NCCN1CCCC1)c1ccc(Br)cc1	18%	2%	-3%	25%	6%	-6	-2%	-10%	-13%
38	O=C(Cn1cnc2ccccc2c1=O)NCC1COc2ccccc2O1 (stereo not drawn)	-28%[59 µM]	1%	9%	27%	1%	3	-2%	5%	-1%
39	COc1ccc(N(C(C)C(=O)N/N=C/c2ccc(OC)c(OC)c2)S(C)(=O)=O)cc1 (stereo not drawn)	-36%	1%	-6%	-18%	8%	1	26%	-1%	-18%
40	Cc1ccc(-n2ncc(C(=O)N(C)Cc3ccccc3)c2-n2cccc2)cc1	-22%[59 µM]	1%	-3%	10%	-21%	-3	-9%	-2%	-24%
41	CCc1ccc(NC(=O)Cn2c(=O)ccc3cc(S(=O)(=O)N4CCCC4)ccc32)cc1	6%[59 µM]	1%	89µM*	30%[57 µM]	2%	-2	-2%	-1%	-9%
42	O=C(Nc1cc(C(F)(F)F)ccc1Cl)c1noc2c1CCCCC2	43%[59 µM]	8%	-3%	51%[activator]	25%	0	-8%	2%	21%
43	CCOc1cccc(C(=O)Nc2nnc(S(=O)(=O)N(C)c3ccc(C)cc3)s2)c1	5%[59 µM]	-2%	-13%	46%[activator]	-3%	3	-12%	-6%	6%
44	COc1ccc(-c2cc(C(F)(F)F)nc(S(=O)(=O)CCCC(=O)Nc3cccnc3Cl)n2)cc1OC	?	2%	-21%	60%[activator]	3%	0	0%	i	0%
45	OC(COC(c1ccc(Cl)cc1)c1ccc(Cl)cc1)CN1CCc2ccccc2C1 (stereo not drawn)	12%[59 µM]	-2%	-29%	40%[activator]	2%	-3	6%	9%	-2%
46	COCCN1C2=C(C(=O)CC(C)(C)C2)C(c2ccc(O)c(OC)c2)C2=C1CC(C)(C)CC2=O	20%	3%	-17%	35%	11%	3	1%	0%	9%
47	O=C(O)c1cc2nc(-c3ccccc3)cc(C(F)(F)F)n2n1	?	-6%	-8%	62%[activator]	?	0	-2%	i	-15%[57.1 µM]
48	CC(=O)Nc1ccc(C(=O)/C=C/c2ccco2)cc1	10µM*	41%[activator]	25µM*	-26%	56µM*	-13	?	-10%	?
49	O=S(=O)(c1ccc2ccccc2c1)N1CCN(S(=O)(=O)N2CCOCC2)CC1	9%[59 µM]	-5%	-16%	34%[activator]	5%	6	15%	5%	-1%
50	CC(C)(C)c1ccc(/C=N/N2CCN(c3ccccn3)CC2)cc1	.	-3%	-11%	-5%	-14%	-6	1%	-4%	-25%
51	COc1ccc(OC)c(NC(=O)CN2C(=O)C(=O)N(Cc3ccccc3)C2=O)c1	?	-7%	-9%	38%	0%	1	8%	0%	-9%
52	CC1(C)C(C#N)=C(N)OC2=C1C(=O)CCC2	-16%[59 µM]	10%	-4%	43%[activator]	0%	-4	9%	5%[11.5 µM]	-7%
53	O=C(Nc1ccc(N2CCOCC2)cc1)C1CCCCC1	-29%[59 µM]	2%	8%	12%	1%	-6	45%[activator]	7%	-7%
54	CCn1c(N)c(C(=O)NCCCOC)sc1=S	28µM*	2%	-10%	50µM*	?	2	-1%	-9%	-24%
55	CCc1ccc(CNC(=O)CN2C(=O)CSc3ccc(S(=O)(=O)N4CCOCC4)cc32)cc1	3%[59 µM]	-11%	-1%	31%	1%	-1	1%	-6%	-13%
56	CCOCCCNS(=O)(=O)c1ccc(NC(=O)C2CC(=O)N(c3ccc(C)cc3)C2)cc1 (stereo not drawn)	-26%	0%	-10%	-14%	-13%	-21	1%	-1%	-20%

# This is a subset; count on the stated rates, not on these rows.
